GAA850 FXN act: increases GAA850 frataxin promoter reporter activity; HEK293 lucGAA850 FXN promoter luciferase reporter, 24 h; percent of 10 µM SAHA response; activation, % at 6 µM; 0.56% of 360,000 active;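 active = activation above the average of all compounds screened plus 3 SD, cutoff fixed separately per campaign, cut at about 7.5% in these data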;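 note: 0% = DMSO wells and 100% = 10 µM SAHA wells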
ADAM17 inh: inhibitors of human ADAM17. 0.83% of 370,000 active. P78536. inhibition, % at 6.95 µM. recombinant ADAM17, EDANS/DABCYL FRET peptide cleavage. AID 720648;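 active = inhibition above the mean of compounds lying between control limits plus 3 SD, set per campaign, cut at about 8.5% in these data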;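 note: 0% = DMSO-only wells as the low control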
Target sequence (P78536 215-824 limits assumed): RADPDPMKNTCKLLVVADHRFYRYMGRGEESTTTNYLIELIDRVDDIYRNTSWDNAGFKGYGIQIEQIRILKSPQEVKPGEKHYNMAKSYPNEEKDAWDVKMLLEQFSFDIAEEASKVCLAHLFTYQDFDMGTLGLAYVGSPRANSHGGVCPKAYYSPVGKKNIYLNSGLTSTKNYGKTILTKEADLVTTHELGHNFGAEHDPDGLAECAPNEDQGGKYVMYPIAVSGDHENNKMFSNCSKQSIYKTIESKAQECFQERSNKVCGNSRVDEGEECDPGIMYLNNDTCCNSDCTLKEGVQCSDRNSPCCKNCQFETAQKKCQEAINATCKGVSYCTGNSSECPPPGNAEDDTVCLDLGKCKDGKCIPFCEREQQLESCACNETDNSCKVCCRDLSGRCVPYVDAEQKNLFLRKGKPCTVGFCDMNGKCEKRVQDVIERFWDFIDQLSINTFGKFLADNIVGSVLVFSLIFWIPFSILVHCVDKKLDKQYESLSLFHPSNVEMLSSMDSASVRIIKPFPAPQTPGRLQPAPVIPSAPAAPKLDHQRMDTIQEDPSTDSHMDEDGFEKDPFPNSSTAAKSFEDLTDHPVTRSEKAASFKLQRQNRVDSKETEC
PLCg1 inh: inhibitors of human phospholipase C gamma1; P19174; purified PLC-gamma1, fluorogenic substrate, fluorescence; inhibition, % at 12.2 µM; 0.84% of 370,000 active; AID 720700; in the data active = inhibition above about 9.5%
hcDAF-12 act: activates DAF-12 receptor from parasite H. contortus | HEK293 hcDAF-12 lit1-tk-luc reporter, luminescence; 0% DMSO, 100% Δ7-dafachronic acid | 1.4% of 370,000 active | activation, % at 6.8 µM;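 active = activation above the mean of all tested compounds plus 3 SD, cut at about 5.5% in these data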;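 note: 100% = response to 3 µM Δ7-dafachronic acid high control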
DAX1 inh-1: DAX1 (NR0B1) inhibition, primary screen. inhibition, % at 6.8 µM. AID 652010. HEK293T StAR-luciferase reporter, SF-1/DAX-1 repression relief. 1.1% of 370,000 active;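 active = inhibition above the mean over all tested compounds plus 3 SD, cut at about 3.6% in these data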;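 note: 0% = DAX-1 cells with DMSO and 100% = cells lacking DAX-1 with DMSO; higher inhibition means more luminescence from relief of DAX-1 repression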
HGIII-sPLA2 inh: Blocks human group III sPLA2 activity | Q9NZ20 | QFRET BODIPY PC-A2 liposome hydrolysis, fluorescence | inhibition, % at 12.2 µM | 0.56% of 370,000 active | AID 743126;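 active = inhibition above mean plus 3 SD of compounds lying within the high and low control bounds, cut at about 19% in these data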;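 note: 0% = median of test compound wells and 100% = no enzyme DMSO wells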
ADAM10 inh: ADAM10 inhibition, QFRET primary screen. recombinant ADAM10, EDANS/DABCYL FRET peptide cleavage, 3 h. inhibition, % at 7 µM. 0.62% of 370,000 active;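 active = inhibition above a per-campaign cutoff equal to the mean of compounds falling between control-based bounds plus 3 SD, cut at about 20% in these data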;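 note: 0% = DMSO wells while the 100% control is not disclosed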
PLC-beta3 inh: blocks human PLC-beta3 enzyme activity. AID 720704. Purified PLC-beta3, fluorogenic substrate, fluorescence. 0.18% of 370,000 active. inhibition, % at 12.2 µM; in the data active = inhibition above about 11%;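 note: 0% = median of compound wells on plate and 100% = full blocker control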
ssDAF-12 act: activators of S. stercoralis DAF-12 nuclear receptor; activation, % at 6.8 µM; 1% of 370,000 active; AID 652126; HEK293 ssDAF-12/GRIP1 lit1-tk-luc reporter, luminescence; % of 3 µM dafachronic acid response;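 active = activation above the mean over all tested compounds plus 3 SD, cut at about 0.9% in these data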;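 note: 0% = DMSO-only wells and 100% = 3 µM delta7-dafachronic acid wells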
DAX1 inh-2: NR0B1 (DAX1) inhibition | 0.99% of 340,000 active | AID 504766 | inhibition, % at 6.75 µM | HEK293 Gal4-DAX1 luciferase reporter, luminescence | P51843;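 active = inhibition above the mean over all tested compounds plus 3 SD, cut at about 4.2% in these data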;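 note: 0% = DAX1-transfected cells with DMSO and 100% = empty-vector control cells with DMSO; inhibition shows as a rise in luminescence from relieved DAX1 repression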
Target sequence (P51843 207-470 limits assumed): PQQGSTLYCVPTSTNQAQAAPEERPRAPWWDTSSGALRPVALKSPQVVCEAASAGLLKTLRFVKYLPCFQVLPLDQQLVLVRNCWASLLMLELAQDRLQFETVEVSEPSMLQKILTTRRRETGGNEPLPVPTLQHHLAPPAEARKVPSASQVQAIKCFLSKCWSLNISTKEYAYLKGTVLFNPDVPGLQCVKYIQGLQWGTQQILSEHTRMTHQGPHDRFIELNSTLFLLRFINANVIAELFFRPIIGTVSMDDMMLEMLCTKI
hgDAF-12 ag: agonists of H. glycines DAF-12 nuclear receptor; HEK293 GAL4-hgDAF12 UAS-luciferase reporter, agonist luminescence; normalized to butyrate control; AID 687014; 1.8% of 370,000 active; activation, % at 6.8 µM;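 active = activation above a cutoff set at the mean of all screened compounds plus 3 SD, cut at about 10% in these data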;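 note: 0% = DMSO wells and 100% = sodium butyrate wells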
* marks the source's active call; other numbers are inactive results; i = inactive; . = no result given. This is a random part of the collection. About 6.9% of those tested had a hit in this group.

Value order – GAA850 FXN act	ADAM17 inh	PLCg1 inh	hcDAF-12 act	DAX1 inh-1	HGIII-sPLA2 inh	ADAM10 inh	PLC-beta3 inh	ssDAF-12 act	DAX1 inh-2	hgDAF-12 ag
[1] COC(=O)C1CN(Cc2cn(Cc3ccccc3)nn2)CCS(=O)(=O)N1Cc1ccc(C)cc1 (centres undefined)
 : .	-0.2	1.3	-2.0	-1.4	-1.1	0.4	0.3	-1.9	.	0.5
[2] CCOC(=O)C1=CC[C@@H](c2cc3cc(OC)ccc3n2C)N(S(=O)(=O)c2ccc(C)cc2)[C@H]1C(=O)OCC
 : 1.6	-0.3	-1.0	-0.1	0.1	3.8	3.7	2.9	-0.9	3.4	-0.7
[3] Cc1cc(C)nc(CCNC(=O)c2cc(COc3ccc(F)cc3F)on2)n1
 : 2.0	-2.5	-0.2	-0.3	-0.2	-4.8	-2.7	2.3	-0.7	-0.9	2.3
[4] Cc1ccc(NC(=O)COc2ccc(S(=O)(=O)N3CCOCC3)cc2)cc1
 : 0.5	-2.1	2.6	-1.6	-0.8	-0.3	2.8	1.2	-1.3	0.3	-1.6
[5] Cc1ccc(N2CCN(C(=O)c3cccs3)CC2)c(C)c1
 : 0.9	1.2	2.9	-1.8	-0.2	-2.5	8.3	-6.0	-2.0	-1.0	-0.3
[6] CN1CCN(C(=O)CCCOc2ccc(Cl)cc2Cl)CC1
 : 2.0	-5.7	2.0	0.7	-0.1	-1.9	-11.7	-4.3	-1.6	-0.1	-0.6
[7] CCOC(=O)C1=C(COC(=O)COc2ccc(OCC)cc2)NC(=O)NC1C (centres undefined)
 : 1.1	-1.2	0.6	-0.3	1.0	3.3	-2.9	-2.8	-0.1	-0.6	-0.2
[8] CC1CCC2(CC1)NC(=O)N(CC(=O)Nc1cccc(S(=O)(=O)N3CCCCC3)c1)C2=O (centres undefined)
 : -0.5	-1.6	-0.6	-2.4	-2.5	1.6	-7.0	-2.7	-1.8	-0.7	-5.2
[9] COC(=O)c1sc(SC)c2c1CC(C)(C)C/C2=N/O
 : 2.4	1.6	-1.8	-1.4	0.1	0.7	1.6	-8.8	-1.2	-0.1	-0.8
[10] COC(=O)c1sccc1NC(=O)CSc1ccccc1NC(=O)CNC(C)C
 : 2.6	0.6	-1.9	0.1	-0.6	-4.0	-7.6	-0.8	-0.6	-1.6	1.0
[11] CC1(C)CC(=O)C=C(NCCO)C1
 : -1.0	-4.1	0.1	-0.8	0.0	-0.7	-8.0	0.1	-1.0	0.6	-1.4
[12] CCN(CC)C(=O)c1ccc2nc(-c3ccccc3)c(-c3ccccc3)nc2c1
 : -0.3	-245.4	-53.6	-3.8	-0.6	-9.9	i	-69.2	-1.2	-1.6	-4.9
[13] CCOC(=O)CCC(=O)OCC(=O)NC(C)C1CC2CCC1C2 (centres undefined)
 : -0.2	0.4	2.8	-0.1	-0.3	3.6	5.4	2.9	-1.1	0.2	0.1
[14] CCc1cccc(C)c1NC(=S)N1CCCC1C(=O)O (centres undefined)
 : 0.6	0.2	2.0	-0.2	-0.1	-3.7	9.7	2.5	-0.2	1.0	0.9
[15] O=C(Nc1nccs1)c1ccccc1Br
 : 0.4	-3.0	-0.8	-0.3	-0.2	4.9	-0.1	-2.8	-0.6	1.7	1.8

Following part.
Value order – GAA850 FXN act	ADAM17 inh	PLCg1 inh	hcDAF-12 act	DAX1 inh-1	HGIII-sPLA2 inh	ADAM10 inh	PLC-beta3 inh	ssDAF-12 act	DAX1 inh-2	hgDAF-12 ag
[16] CC1CCN(C(=O)CSc2ccc(-c3cccnc3)nn2)CC1
 : 1.2	-7.5	-1.6	0.0	-0.3	5.0	-24.7	-11.7	-0.3	-0.3	-0.6
[17] O=C(CCN1CCN(Cc2ccccc2)CC1)Nc1ccc(OCc2ccccc2)cc1
 : -1.2	2.5	6.7	-1.1	-1.5	-23.8	20.7*	6.8	-2.0	-0.9	-3.6
[18] COCCNC(=O)c1c[nH]c2ccc(S(=O)(=O)Nc3ccc(F)cc3F)cc2c1=O
 : 1.7	-9.0	-4.8	-0.5	-0.1	-1.7	-12.6	-6.7	-1.0	0.7	-0.3
[19] Cc1ccc(C)c(OCCCNCc2ccccc2)c1
 : -1.0	1.1	15.3*	-2.6	0.9	-0.5	3.8	1.1	-0.7	0.7	0.9
[20] C[C@@H]1CN([C@H](C)CO)C(=O)c2c(c3ccccc3n2C)-c2ccccc2CO[C@H]1CN(C)Cc1ccc(Oc2ccccc2)cc1
 : 1.2	6.7	1.4	-0.6	-0.3	-6.9	2.9	-0.8	-0.8	-0.3	-0.4
[21] N#C/C(=C\c1ccccc1)C(=O)Nc1ccccn1
 : 0.9	-25.6	-55.5	-0.1	0.1	-6.1	-60.3	-78.6	-0.9	1.4	2.1
[22] COc1cc(/C=C/C(=O)O)cc(S(=O)(=O)N2CCN(S(=O)(=O)c3ccc(Cl)cc3)CC2)c1OC
 : 0.7	-3.3	-0.7	0.9	-0.6	-2.3	-6.3	-4.1	-0.4	0.5	0.8
[23] Cc1cc(C(=O)COC(=O)C2=NN(c3ccccc3)C(=O)CC2)c(C)n1CC(F)(F)F
 : -1.3	1.1	-3.4	0.0	0.3	-13.0	1.4	-0.7	-1.3	-0.5	5.1
[24] c1ccc2c(CNCCN3CCOCC3)cccc2c1
 : -0.1	-0.1	1.3	-1.1	1.2	0.6	5.3	1.0	-1.8	0.2	1.6
[25] O=C(N/N=C/c1cccnc1)c1ccccc1[N+](=O)[O-]
 : 2.4	-5.1	-2.0	-0.4	0.1	19.2*	-5.0	4.4	-1.6	2.5	3.8
[26] O=C(NCCc1ccccc1)C(=O)N/N=C/c1ccccc1C(F)(F)F
 : 3.0	-5.0	0.7	-2.0	-0.1	8.7	-0.4	-0.7	-1.4	0.7	-2.4
[27] C/C(=N/NS(=O)(=O)c1ccc(C)cc1)[C@H]1C[C@@H]1c1ccccc1
 : 4.5	-6.0	2.6	2.3	0.0	9.3	-4.5	-14.8	-1.2	-0.5	0.3
[28] COc1ccc(Nc2nc(Cl)nc(NCc3ccco3)n2)cc1
 : -1.4	2.0	-2.8	-0.1	-0.5	2.8	-4.7	3.2	-1.2	1.2	1.4
[29] COc1ccc(S(=O)(=O)N2CCN(C(=O)c3cc4c(s3)CCCC4)CC2)cc1
 : 1.1	2.5	2.0	0.8	-1.0	-4.1	7.3	-4.0	-1.6	0.5	-0.5
[30] CCOC(=O)c1[nH]c2ccccc2c1NC(=S)Nc1ccccc1C
 : 3.4	-1.7	-26.0	10.1*	2.9	-4.7	-17.2	-34.3	1.1*	1.9	6.1

Next structures follow:
Value order – GAA850 FXN act	ADAM17 inh	PLCg1 inh	hcDAF-12 act	DAX1 inh-1	HGIII-sPLA2 inh	ADAM10 inh	PLC-beta3 inh	ssDAF-12 act	DAX1 inh-2	hgDAF-12 ag
[31] N=c1ccn(Cc2ccc(Cl)cc2)cc1
 : -0.3	-2.5	-1.6	-3.4	-2.1	3.6	2.5	-3.9	-2.4	-1.9	-7.8
[32] CC(C)(C)NC(=O)C(c1cccc2ccccc12)n1c(=O)c(-c2cc3ccccc3[nH]2)nc2ccccc21 (centres undefined)
 : .	-113.2	i	1.7	2.3	-7.7	-373.8	i	-0.4	.	-2.9
[33] Cn1c(CC(=O)Nc2ccccc2F)nnc1SCC(=O)Nc1ccccc1Br
 : -0.2	-0.1	-2.5	0.0	-0.3	6.2	6.6	-7.1	-0.8	0.0	-1.7
[34] O=C1CCCN2N=C(SCC(=O)Nc3ccccc3C(F)(F)F)SC2=N1
 : -1.0	1.2	1.1	-1.7	1.8	2.3	-4.9	-5.1	-1.2	-0.1	3.9
[35] O=S(=O)(c1ccccc1)N1CN(Cc2ccc(F)cc2)c2nc3ccccc3nc21
 : -0.1	-7.1	-1.9	0.2	0.2	-2.2	-9.3	-6.4	-1.4	1.4	2.6
[36] COc1ccccc1NS(=O)(=O)c1cc(C(=O)NCC(c2ccco2)N(C)C)ccc1C (centres undefined)
 : 0.6	1.4	-1.9	-1.5	-1.4	-9.7	0.5	-5.9	-1.1	0.0	-1.1
[37] CCOC(=O)c1c(NC(=O)Cn2cnc3sc(C)c(-c4ccccc4)c3c2=O)sc(C)c1C
 : -0.5	-3.6	-2.2	-1.6	0.0	0.9	-1.4	-3.3	-0.9	-0.1	-3.0
[38] COc1ccc(-c2nnc(SCc3nnc(-c4ccccc4)o3)n2-c2ccccc2)cc1
 : -3.6	-0.7	2.2	-2.1	-0.1	0.1	2.4	2.1	-2.0	0.6	-1.9
[39] CCOC(=O)CN1C(=O)C(=O)N(Cc2c(F)cccc2Cl)C1=O
 : 1.1	-3.2	2.5	-0.4	0.2	12.6	1.9	-4.3	-1.1	-1.6	0.7
[40] Brc1ccc(-c2nnc3sc(CNC4CCCC4)cn23)cc1
 : 1.1	1.8	-0.4	5.1	-0.1	0.5	-6.8	1.4	0.5	1.4	-2.1
[41] CC(OC(=O)c1ccc(NS(=O)(=O)c2cccs2)cc1)C(=O)N(C)C1CCCCC1 (centres undefined)
 : 1.9	-1.4	1.3	-1.7	0.1	-32.2	2.6	-1.4	-1.3	0.2	-3.5
[42] O=C(Nc1ccc(Br)cc1)Nc1cnccn1
 : 1.1	-6.9	-1.3	-0.8	-0.4	-0.9	-9.3	-4.8	-1.5	2.1	0.3
[43] CCOC(=O)C1=C(COC(=O)CNC(=O)c2ccc(C)cc2)NC(=O)NC1C (centres undefined)
 : -1.4	-2.8	1.5	-0.7	0.2	4.8	0.7	-4.6	-1.1	0.3	-0.9
[44] CCCCNC(=O)c1cn(CC)c2cc(N3CCN(C)CC3)c(F)cc2c1=O
 : 0.8	-49.3	-14.3	-1.3	-0.1	0.5	-110.7	-24.0	-0.2	.	0.4
[45] Nc1cc(=O)[nH]c(SCC(=O)Nc2ccccc2-c2ccccc2)n1
 : 0.0	1.4	4.1	-1.5	0.8	2.5	6.9	3.3	-0.7	0.4	-4.5
[46] CC1(C)CC(=O)C(C(c2cccnc2)C2C(=O)CC(C)(C)CC2=O)C(=O)C1
 : 1.7	1.3	1.3	0.0	0.4	4.6	-4.7	-1.2	-0.7	0.3	-0.8
[47] OCC[C@H]1C[C@H](O)[C@@H](O)[C@@]2(Cc3ccccc3CO2)O1
 : -0.4	-4.8	4.8	-0.8	0.7	3.8	5.4	-1.3	-1.4	2.8	1.1

Screening results from PubChem BioAssay.
